# C8 TRAIL sens = viability loss with TRAIL in NB7+C8 cells, primary screen, TRAIL sensitizer project, cell-based, ATPlite luminescence; inhibition (viability loss, TRAIL sensitization), % at 10 µM; 360,000 tested, 1% active; AID 624354, 2012;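 active means compounds causing at least 50% loss of cell viability in the single-dose screen, relative to plate controls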
# TROY NFkB inh = inhibitors of TROY-driven NF-kB signaling, primary screen, Q293 LMP1-TROYcd cells, NF-kB luciferase, uHTS. Q293 LMP1-TROYcd NF-kB luciferase reporter, 4 h. inhibition, % at 10 µM. 360,000 tested, 0.98% active. AID 1347056, 2019;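 active means compounds whose plate-normalised and pattern-corrected inhibition of the luciferase reporter signal at the single screening dose is 50% or more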
# KKLEB tox = cytotoxicity in KKLEB CF airway cells, primary screen, cytotoxicity control for CF NF-kB inhibitor project, cell-based, uHTS, fluorescence assay plates; 360,000 tested, 0.36% active; KKLEB CF airway cells viability, ATPlite luminescence, overnight; stronger effect = lower value; cells stimulated with P. aeruginosa culture filtrate; activity change (cytotoxicity), % at 5 µM; AID 602141, 2011;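 active means corrected activity change at or below -50% at 5 µM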
# NR5A2 inv ag = LRH-1 (NR5A2) inverse agonists, primary screen, cell-based, luminescence, HEK293T, StAR-luciferase reporter | Nuclear receptor subfamily 5 group A member 2 (Homo sapiens), O00482 | LRH-1 transfected, 24 h | inhibition, % at 3.6 µM | 360,000 tested, 0.13% active | AID 602396, 2012;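 active means inhibition above the mean inhibition of all tested compounds plus 3 SD, cut at about 73% in these data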;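 further: 0% = DMSO wells and 100% = reporter-only cells lacking LRH-1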
# NR2F2 inh = NR2F2 transcriptional activity inhibitors, primary screen, cell-based, luciferase reporter, HEK293T, luminescence; HEK293T NGFI-A luciferase reporter; inhibition, % at 8.6 µM; 370,000 tested, 0.7% active; AID 686940, 2013;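 active means inhibition above a per-plate cutoff, mean inhibition of test wells between control levels plus 3 SD, cut at about 38% in these data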;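 further: cells cotransfected with COUP-TFII expression vector driving the NGFI-A reporter; 0% = median of COUP-TF2 test wells and 100% = reporter-only cells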
# SRC2 inh = inhibition of GAL4-SRC2 driven luciferase reporter, primary screen, SRC2 inhibitor project, cell-based, luminescence | inhibition, % at 9 µM | HEK293 GAL4-SRC2 luciferase reporter | AID 651957, 2012 | Nuclear receptor coactivator 2 (Homo sapiens), Q15596 | 370,000 tested, 0.17% active;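 active means inhibition above the mean inhibition of all tested compounds plus 3 SD, set per campaign, cut at about 52% in these data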;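 further: 0% = DMSO treated cells and 100% = cells given Gossypol at 36 µM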
# TWEAK-Fn14 inh = inhibitors of TWEAK-Fn14 signaling, primary screen, luciferase reporter cells, uHTS; inhibition, % at 10 µM; TWEAK-stimulated Fn14 reporter cells, luciferase luminescence, 8 h; 360,000 tested, 2% active; in the data active means inhibition above about 50%
# SRC3 inh = SRC3 coactivator transcriptional activity inhibitors, primary screen, cell-based, luminescence; AID 588352, 2011; inhibition, % at 3.6 µM; 360,000 tested, 0.17% active; HEK293 GAL4-SRC3 luciferase reporter;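 active means inhibition above a per-campaign cutoff, the mean of all compounds plus 3 SD, cut at about 60% in these data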;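 further: 0% = DMSO-treated cells and 100% = gossypol-treated cells at 36 µM; higher means less SRC3-driven luciferase light from the GAL4 reporter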
# Target sequence (Q9Y6Q9 whole entry, looked up, the tested form may be a part): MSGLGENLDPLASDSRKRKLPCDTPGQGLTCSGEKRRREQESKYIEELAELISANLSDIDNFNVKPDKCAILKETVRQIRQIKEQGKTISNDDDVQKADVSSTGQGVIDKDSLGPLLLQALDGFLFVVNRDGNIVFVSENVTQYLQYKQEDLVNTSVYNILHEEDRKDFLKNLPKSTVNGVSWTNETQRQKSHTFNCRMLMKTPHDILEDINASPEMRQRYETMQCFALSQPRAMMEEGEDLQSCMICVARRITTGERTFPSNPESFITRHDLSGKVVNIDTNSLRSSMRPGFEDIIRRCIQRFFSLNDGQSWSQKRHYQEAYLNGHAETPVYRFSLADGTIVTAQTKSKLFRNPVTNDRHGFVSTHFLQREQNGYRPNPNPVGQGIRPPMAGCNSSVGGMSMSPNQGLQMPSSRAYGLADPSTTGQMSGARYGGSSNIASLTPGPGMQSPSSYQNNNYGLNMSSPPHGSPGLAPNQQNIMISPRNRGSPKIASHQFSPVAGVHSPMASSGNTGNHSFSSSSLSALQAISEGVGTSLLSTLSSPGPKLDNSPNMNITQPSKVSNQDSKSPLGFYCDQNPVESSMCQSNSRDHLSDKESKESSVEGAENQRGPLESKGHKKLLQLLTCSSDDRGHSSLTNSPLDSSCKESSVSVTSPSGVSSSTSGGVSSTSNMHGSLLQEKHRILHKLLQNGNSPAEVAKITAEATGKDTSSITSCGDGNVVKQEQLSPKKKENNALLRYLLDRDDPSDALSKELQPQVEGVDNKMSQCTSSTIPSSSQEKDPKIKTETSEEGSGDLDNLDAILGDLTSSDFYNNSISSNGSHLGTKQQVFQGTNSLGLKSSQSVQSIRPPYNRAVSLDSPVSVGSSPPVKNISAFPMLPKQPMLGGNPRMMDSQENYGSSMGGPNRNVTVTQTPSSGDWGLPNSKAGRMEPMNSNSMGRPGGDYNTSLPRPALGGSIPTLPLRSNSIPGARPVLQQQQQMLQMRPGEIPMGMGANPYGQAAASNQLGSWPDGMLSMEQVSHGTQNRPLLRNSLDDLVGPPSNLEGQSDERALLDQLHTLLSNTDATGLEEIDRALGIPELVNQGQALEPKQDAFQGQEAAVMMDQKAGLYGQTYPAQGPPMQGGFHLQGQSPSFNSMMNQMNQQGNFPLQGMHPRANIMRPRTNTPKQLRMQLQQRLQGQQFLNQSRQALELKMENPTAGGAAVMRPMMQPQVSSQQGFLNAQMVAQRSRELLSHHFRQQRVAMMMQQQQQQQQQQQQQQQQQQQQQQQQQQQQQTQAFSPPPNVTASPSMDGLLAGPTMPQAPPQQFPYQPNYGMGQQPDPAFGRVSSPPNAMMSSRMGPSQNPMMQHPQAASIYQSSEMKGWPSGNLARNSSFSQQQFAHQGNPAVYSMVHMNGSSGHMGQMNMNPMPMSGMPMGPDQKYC
# CF NFkB inh = inhibitors of PAF-induced NF-kB signaling, primary screen, cell-based, GFP fluorescence, uHTS; AID 588850, 2011; 360,000 tested, 0.86% active; inhibition, % at 5 µM; KKLEB NF-kB-GFP reporter, GFP fluorescence overnight;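 active means at least 50% inhibition at 5 µM, scaled per plate between neutral and stimulator controls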;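 further: PAF is a Pseudomonas aeruginosa culture filtrate used as stimulus; plate controls were PAF-stimulated DMSO wells for no effect and unstimulated DMSO wells for full effect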
# EBV LMP1 NFkB = EBV LMP1-driven NF-kappaB luciferase reporter inhibitors, primary screen, cell-based, luminescence, single point. LMP1-induced NF-kappaB luciferase reporter cells. inhibition, % at 12.5 µM. 350,000 tested, 0.69% active; in the data active means inhibition above about 41%;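 further: 0% = neutral control wells and 100% = reference inhibitor control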
# SRC1 inh = SRC1 coactivator transcriptional activity inhibitors, primary screen, cell-based, luminescence; HEK293 GAL4-SRC1 luciferase reporter; inhibition, % at 3.6 µM; Nuclear receptor coactivator 1 (Homo sapiens), Q15788; 360,000 tested, 0.12% active;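 active means inhibition above the campaign mean plus 3 SD, with each screening campaign given its own cutoff, cut at about 60% in these data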;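 further: 0% = DMSO treated cells and 100% = gossypol at 36 µM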
# The depositor's hits bear a star; . = not tested or not shown. An unsorted share of the library. About 4.2% of those tested had a hit in this group.
SMILES,C8 TRAIL sens,TROY NFkB inh,KKLEB tox,NR5A2 inv ag,NR2F2 inh,SRC2 inh,TWEAK-Fn14 inh,SRC3 inh,CF NFkB inh,EBV LMP1 NFkB,SRC1 inh
CCCCC(=O)N(C)c1c(CC)nc2c(OCc3ccccc3C)cccn12,-10,-15,9,-18,12,3,-10,-17,-20,.,-2
CCCN(C(=O)CSc1nnc(-c2ccc3c(c2)OCO3)o1)C1CCS(=O)(=O)C1 (configuration not stated),-4,10,13,-4,-23,-17,-12,4,-19,0,3
COc1cc2cc(C#N)c(SCC(=O)Nc3cc(C)on3)nc2cc1OC,15,-8,-12,20,3,12,-9,11,-18,-13,8
Cc1oc2c(C)c3oc(=O)c(CCC(=O)O)c(C)c3cc2c1-c1ccccc1,-22,8,8,7,9,2,-28,-4,11,-7,-7
CCCN(CC(=O)Nc1ccccc1OC)C(=O)c1ccc(S(=O)(=O)NCc2ccco2)cc1,7,-4,14,0,1,-11,2,24,7,-7,0
N/C(=N\OC(=O)COc1ccc(Cl)cc1)c1ccc(Cl)cc1,-5,5,20,10,9,-18,-14,9,-3,-7,-17
CC(=O)c1ccc(N2CCN(S(=O)(=O)c3c(C)[nH]c(C)c3C(=O)N3CCCC3)CC2)cc1,18,20,9,1,4,-37,-1,4,-23,-3,8
CCCN(CCC)CCCNC(=O)c1cc2cc3ccc(Cl)cc3nc2o1,-5,-29,1,-8,-5,-25,-23,-9,-12,7,-4
COc1ccc(CCC(C)NCc2cc(OC)cc(OC)c2)cc1 (configuration not stated),-11,15,2,-13,1,-25,-5,-1,-7,-4,29
COc1ccc(CNC(=O)c2ccc(Cn3cc(Br)cn3)o2)cc1,-5,3,-3,13,6,-14,-5,-1,14,.,16
COc1ccccc1-c1nnc(NC(=O)C(C)Sc2nncn2C)s1 (configuration not stated),6,-4,-13,9,-18,-49,25,-8,24,-5,-1
O=C(COc1ccc(S(=O)(=O)N2CCCC2)cc1)NCC1CCCO1 (configuration not stated),-9,1,11,4,7,-1,-21,11,11,0,-19
O=C(CCC(=O)Nc1cccc2ccccc12)N/N=C/c1ccco1,4,3,5,-5,21,0,-4,12,-2,1,14
CCCNC(=O)C1(C)CCCN(CCC(=O)c2ccccc2)C1 (configuration not stated),-2,-7,-8,1,4,17,12,8,9,.,0
O=C(CSc1ccc(F)cc1)NC(=O)NCc1ccccc1,9,6,2,13,8,-1,1,20,-5,-5,-3
CCN(CC)C(=O)C1CC(=O)N(c2ccc(OC)cc2)C1c1ccc(OC)cc1 (configuration not stated),-2,3,4,20,-8,-12,5,-7,-3,-5,3
O=C(COc1ccc2c3c(c(=O)oc2c1)CCC3)NCCCN1CCCC1=O,-11,-16,4,26,-24,-6,-11,-7,-28,-19,-46
C[C@@H](C(=O)N1CCNCC1)n1cc(CCC(=O)O)nn1,-2,-8,10,-23,-10,-23,4,-9,-6,-3,3
CCn1nnnc1-c1ccc(OC)c(S(=O)(=O)NCc2ccccc2)c1,-1,4,8,7,-26,-19,-3,4,-4,3,-8
O=C(/C=C/c1ccc2c(c1)OCO2)NCc1ccco1,31,-30,2,-26,-26,-30,8,3,0,-7,-1
COc1ccc(OCCCC(=O)OCC(=O)NNC(=O)c2ccc([N+](=O)[O-])cc2)cc1,14,-1,14,14,-4,3,-6,13,-8,-8,-1
Cc1ccc(S(=O)(=O)CC(=O)NCc2ccccc2)cc1,4,-18,-10,-8,22,-12,-15,-18,0,-4,-3
Cc1ccc(C(=O)OCC(=O)NCc2ccc3c(c2)OCO3)cc1S(=O)(=O)N1CCOCC1,5,13,-8,5,-9,-4,-15,-3,16,-5,-21
C[C@H](CO)N1C[C@H](C)[C@@H](CN(C)Cc2ccncc2)Oc2c(NC(=O)CCCCCC(=O)Nc3ccccc3N)cccc2C1=O,-7,-1,0,-9,-8,-18,-16,-16,10,5,-45
CCCCC(CC)C(=O)Nc1cc(=O)[nH]c2nc3ccccc3n12 (configuration not stated),-22,8,3,-9,7,0,12,-8,-4,-1,-15
# Remaining list, next part:
SMILES,C8 TRAIL sens,TROY NFkB inh,KKLEB tox,NR5A2 inv ag,NR2F2 inh,SRC2 inh,TWEAK-Fn14 inh,SRC3 inh,CF NFkB inh,EBV LMP1 NFkB,SRC1 inh
O=C(NCCc1ccccc1)C1CCCN1S(=O)(=O)c1ccc(F)cc1 (configuration not stated),-11,-19,-6,1,19,22,-18,-16,13,1,6
C/C(=N\NC(=O)c1ccccc1NC(=O)c1ccc(Cl)cc1)c1ccncc1,94*,18,-17,18,-14,-25,0,-47,7,54*,-54
CC(C)OP(=O)(OC(C)C)C(O)c1ccc(N(C)C)cc1 (configuration not stated),-9,-5,5,3,7,4,-9,6,-14,0,4
O=C(CN1CCN(c2ccc(F)cc2)CC1)Nc1nnc(-c2ccccc2)s1,6,-19,-24,-46,4,-4,-4,-12,8,2,-17
CN1CCN(c2ccccc2NC(=O)c2cccs2)CC1,-10,-4,-17,1,23,-6,13,6,13,0,-1
CCOc1ccc(S(=O)(=O)Nc2cccc(C(=O)N(C)Cc3cccc(OC)c3OC)c2)cc1,-11,15,-5,-16,-6,11,-20,14,5,-3,5
COc1cccc(C(=O)Nc2cc3c(cc2Cl)OCCCO3)c1,40,-86,-14,-180,-60,-45,-16,-62,4,-31,-183
O=C(CCCn1c(=S)[nH]c2ccccc2c1=O)NCc1ccco1,7,-1,5,17,13,10,10,3,0,2,0
COCCNC(=O)CN(C(=O)CCC(=O)Nc1nccs1)c1ccccc1OC,-5,-6,10,11,16,4,-27,5,-5,-3,-9
Cc1cc(C(=O)NNC(=O)CN2C(=O)NC(C)(c3ccccc3)C2=O)c(C)o1 (configuration not stated),8,-7,3,-2,4,-11,15,-1,-2,-4,-2
OC(c1cccs1)c1nccc2ccccc12 (configuration not stated),-6,-15,8,-21,-5,-23,-11,3,-2,6,-21
[O-]/C(=C(\C(=S)Nc1ccccc1F)[n+]1ccccc1)c1ccc(OC(F)F)cc1,-2,-33,-10,8,-12,-11,9,-20,-19,-7,-18
c1ccc(Oc2cnc3ccccc3n2)cc1,2,-11,-2,-3,11,-5,10,6,12,17,6
CCOC(=O)c1sc(N2C(=O)C(O)=C(C(=O)c3ccc(C)o3)C2c2cccc([N+](=O)[O-])c2)nc1C (configuration not stated),19,-20,13,-9,0,-32,-30,14,28,11,-16
Cc1cc(=O)oc2c(CN3CCN(CCO)CC3)c(O)ccc12,-2,-8,-8,-6,15,12,4,1,-27,-8,-27
COC(=O)CSc1nc2sc3c(c2c(=O)[nH]1)CCC3,-12,4,-5,-7,2,2,-16,-7,14,2,2
Cc1nnc(SCC(=O)c2ccccc2F)n1Cc1ccccc1,8,-39,2,-7,.,.,-20,10,-5,0,-47
COC(=O)c1cccc(NC(=S)Nc2ccc(Cl)c(Cl)c2)c1,0,-43,0,6,11,-1,-7,10,-11,13,-3
Cc1cccc(NS(=O)(=O)c2cnc(Cl)c(Br)c2)n1,-4,16,1,7,12,-15,0,17,-4,0,2
Nc1ccccc1Nc1ccncc1[N+](=O)[O-],-18,-2,1,46,-7,2,5,12,13,-13,3
O=C(c1nn2c(C(F)(F)F)cc(-c3ccccc3)nc2c1Cl)N1CCN2CCCC2C1 (configuration not stated),-12,-11,-14,-9,7,12,10,-6,16,-16,-5
COc1ccc(CN(C(=O)/C=C/c2ccco2)C2CCS(=O)(=O)C2)cc1OC (configuration not stated),3,11,-1,-13,0,-8,-11,15,2,-3,-17
CC1(C)CC(=O)C(C2C3=C(CC(C)(C)CC3=O)OC3=C2C(=O)CC(C)(C)C3)=C(O)C1,-2,13,2,-4,-1,14,3,11,6,-12,-1
COc1ccc(-c2n[nH]c(=S)n2-c2ccccc2C)cc1OC,-4,-5,3,7,-11,-18,-11,-3,-5,-12,12
Cc1ccc(C)c(C(=O)COC(=O)c2c(-c3ccccc3)noc2C)c1,37,-6,-3,14,-3,6,-12,6,-1,14,19

# Compound profiles (already shown). Order of screens: C8 TRAIL sens | TROY NFkB inh | KKLEB tox | NR5A2 inv ag | NR2F2 inh | SRC2 inh | TWEAK-Fn14 inh | SRC3 inh | CF NFkB inh | EBV LMP1 NFkB | SRC1 inh
# COC(=O)c1cccc(NC(=S)Nc2ccc(Cl)c(Cl)c2)c1 is listed with 0 | -43 | 0 | 6 | 11 | -1 | -7 | 10 | -11 | 13 | -3
# Cc1cccc(NS(=O)(=O)c2cnc(Cl)c(Br)c2)n1 is listed with -4 | 16 | 1 | 7 | 12 | -15 | 0 | 17 | -4 | 0 | 2

# Next records
SMILES,C8 TRAIL sens,TROY NFkB inh,KKLEB tox,NR5A2 inv ag,NR2F2 inh,SRC2 inh,TWEAK-Fn14 inh,SRC3 inh,CF NFkB inh,EBV LMP1 NFkB,SRC1 inh
COCCCNC(=O)Cc1c(C)c2c(cc(C)c3c(C)c(C)oc32)oc1=O,10,7,-4,20,11,1,22,16,-15,13,6
CCC(C)C(=O)Nc1ccc(S(=O)(=O)Nc2nccs2)cc1 (configuration not stated),-3,-3,-7,9,9,-8,9,5,-8,4,-3
CCn1cnc2sc(C(=O)Oc3cccc(C)c3)c(C)c2c1=O,-6,-31,4,-8,-15,-36,-13,-14,4,-2,-49
CCNC(=O)C1(C)CCCN(Cc2cccc(Oc3ccccc3)c2)C1 (configuration not stated),1,-6,-10,24,.,.,-9,3,13,.,1
COc1ccc2c(c1)nc(SCC(=O)c1cccs1)n2C,-14,-27,11,0,-15,-18,8,-15,-8,2,-28
Cc1cccc(CC(=O)NCCN2CCOCC2)c1,-18,13,0,-14,13,12,-16,3,-4,2,12
CC(C)C(NC(=O)c1ccc(C(C)(C)C)cc1)C(=O)OCC(=O)NC(=O)Cc1ccccc1 (configuration not stated),11,-20,-3,0,1,12,-14,-18,11,-1,3
FC(F)(F)C(F)(F)c1nnc2ccc(-n3ccnc3)nn12,1,0,-3,6,-6,6,4,19,9,3,-10
CCC(C)NC(=O)[C@H]1N2C(=O)c3c(ccc(OC)c3OC)C2SC1(C)C (some centres not stated),11,-12,3,-11,14,-7,1,-20,-35,-9,14
NNC(=O)c1oc2ccccc2c1-n1cccc1,25,11,6,29,-42,-8,-8,2,-13,4,-11
COc1ccc(-n2nc(C(=O)NCC(=O)NCCc3ccc(OC)c(OC)c3)c3ccccc3c2=O)cc1Cl,16,-15,-13,13,5,13,-12,20,8,12,21
Clc1ccc(/C=C/c2ncc3ccccn23)cc1,1,-83,-1,-63,-51,-51,15,-101,-2,-23,-68
CCNc1nc(NCC)n2c(SCc3ccc(F)cc3)nnc2n1,-11,17,1,10,1,-10,10,0,0,-5,2
